# Compound activity: PubChem, several laboratories
# human PMI inhibitors – MPI inhibition at elevated mannose 6-phosphate – biochemical, fluorescence intensity, high mannose 6-phosphate, primary screen (AID 1220) | recombinant PMI enzyme, coupled fluorescence intensity; higher % means a stronger effect | one-dose inhibition, % at 20 µM; IC50 in µM for titrated hits | hit rate 0.66% among 190,000
# RSV antiviral HEp-2 – inhibition of RSV-induced cytopathic effect – HEp-2 cells, primary 10 µM value included (AID 2391) | HEp-2 cells, RSV-induced CPE inhibition; higher % means a stronger effect | CPE inhibition, % at 10 µM; hits with a dose series show IC50 in µM | hit rate 0.13% among 310,000; in the data active = a potency from the dose series; also: strong numbers were not always called active
# TNAP activation fold – human TNAP enzyme activators, primary screen, biochemical, luminescent, no phosphate acceptor, uHTS (AID 1001); hit rate 0.03% among 200,000; activation fold at 20 µM, or EC50 in µM where a hit was titrated; purified TNAP, luminescent activation assay, no phosphate acceptor; higher activation fold means a stronger effect; in the data active = activation fold from about 3, or a potency from the dose series; inactive = the rest, 99 in 100 with activation fold below about 1.6; also: many of its hits are not listed in these tables
# SV40 large T antigen – SV40 large T antigen inhibitors, biochemical (AID 1903) | SV40 large T antigen ATPase/helicase inhibition assay; higher % means a stronger effect | one-dose inhibition, % at 20 µM; IC50 in µM for titrated hits | hit rate 0.39% among 310,000; in the data active = a potency from the dose series; also: strong numbers were not always called active
# West Nile virus CPE – inhibition of WNV-induced cytopathic effect – cell-based, CPE readout (AID 1621). West Nile virus-infected cells, CPE inhibition; higher % means a stronger effect. CPE inhibition, % at 10 µM; hits with a dose series show IC50 in µM. hit rate 0.02% among 290,000; in the data active = a potency from the dose series; also: strong numbers were not always called active
# Insulin prom up – MIN6 insulin promoter up-regulation; MIN6 insulin promoter-GFP reporter, high-content imaging; active compounds read high; z-score at 5 µM; hit rate 0.3% among 190,000;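 active = z-score above 3 at 5 µM with at least 500 cells counted in the well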
# Salmonella PhoP GFP – PhoP-dependent GFP reporter repression – Salmonella Typhimurium, primary screen (AID 1863). S. Typhimurium PhoP-regulated promoter GFP reporter, 4 h; higher % means a stronger effect. inhibition, % at 50 µM; hits with a dose series show IC50 in µM. hit rate 0.16% among 300,000;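 active = inhibition over 29.93%, a cutoff 3 SD above the screen mean, later confirmed by dose response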;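 also: 0% = low Mg2+ inducing control and 100% = high Mg2+ repressing control; strong numbers were not always called active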
# ER stress rescue – protection against thapsigargin-triggered cell killing – 384-well, CSM14.1, ATP luminescence, primary screen (AID 1222); CSM14.1 thapsigargin-induced death rescue, ATP luminescence; higher % means a stronger effect; cellular ATP content (survival), % at 20 µM; hits with a dose series show EC50 in µM; 190,000 tested, under 10 active;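 active = EC50 below 50 µM in the dose-response confirmation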;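 also: death triggered by thapsigargin at about 15 µM added after 2 h compound pretreatment; cell ATP read after overnight thapsigargin exposure of roughly 18 to 22 hours; normalized against plate controls of thapsigargin alone and 5% DMSO vehicle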
# human PMI inhibition – MPI enzyme activity inhibition – biochemical, fluorescence intensity, coupled assay, primary screen (AID 1209) | inhibition, % at 20 µM, or IC50 in µM where a hit was titrated | purified PMI enzyme, coupled fluorescence intensity; higher % means a stronger effect | hit rate 0.42% among 190,000;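 also: plate controls were DMSO vehicle for no effect and wells lacking substrate for full effect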
# Insulin prom up cell count – further read-out of Insulin prom up, marked with its call; cell count; measured here: cytotoxicity, nuclei count;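 total cells summed across four imaged fields per well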
# * = called active by the depositor; · = no result given. Rule as the data show it, unless noted: active = inhibition above about 50%; inactive = the rest.
# The line under a structure holds: Insulin prom up cell count | human PMI inhibitors | Salmonella PhoP GFP | Insulin prom up | human PMI inhibition | TNAP activation fold | ER stress rescue | West Nile virus CPE | RSV antiviral HEp-2 | SV40 large T antigen
O=C(Nc1ccc(-c2nc3ccccc3o2)cc1)c1ccc(N2C(=O)C3C4C=CC(C4)C3C2=O)cc1 (centres undefined)
  · | 9.5% | -7.0% | · | 9.3% | 1.1 | -4.0% | 0.0% | 13.5% | 1.0%
CC(C)CC(=O)N1CCN(C(=O)c2ccco2)CC1
  1269 | 0.4% | -5.3% | -0.52 | -8.1% | 1.1 | -3.8% | 0.3% | 1.8% | 4.9%
COc1ccc(/C=N/OC(=O)Nc2ccccc2)cc1[N+](=O)[O-]
  1410 | 11.0% | 20.9% | -0.19 | 8.1% | 1.1 | -0.9% | -0.3% | 1.9% | 1.7%
COc1cccc(/C=N/NC(=O)C(=O)NCc2cccnc2)c1OC
  1426 | 3.3% | · | -0.01 | 3.5% | 1.1 | 0.9% | 0.1% | 1.6% | ·
OCC1OC(n2nc3ccccc3n2)C(O)C(O)C1O (centres undefined)
  1222 | 7.4% | -2.3% | 0.01 | 4.1% | 1 | -2.5% | -0.6% | 2.2% | 6.0%
CCc1cc2ccc(C)cc2nc1SCC(=O)c1ccc(NC(C)=O)cc1
  · | 22.2% | -1.0% | · | 15.7% | 1 | 4.7% | -0.5% | -1.0% | 5.0%
N#Cc1cn(CCOC(=O)c2cccc(C(F)(F)F)c2)c(=O)[nH]c1=O
  1222 | 10.7% | -6.8% | -0.12 | 4.3% | 1.1 | 0.1% | 0.1% | 4.0% | 4.0%
COc1ccc(/C=N\NC(=O)C2=NNC(=O)C2C)cc1 (centres undefined)
  · | -5.7% | 5.8% | · | -5.0% | 1.1 | -2.6% | -0.1% | 0.1% | 21.2%
COc1ccc(C(=O)C2CCCN(Cc3cccn3-c3cccnc3)C2)cc1OC (centres undefined)
  1380 | 23.7% | 4.2% | 0.46 | 21.5% | 1.1 | 1.6% | 0.5% | 0.4% | 2.7%
Cc1cccc2c1nc(-c1ccccc1)n1cnnc21
  1187 | 0.8% | -1.3% | 0.18 | 0.7% | 1.1 | · | -0.2% | 1.7% | 5.2%
CCCC(=O)N1CCN(c2ccc(NC(=O)c3ccc(OCC)c([N+](=O)[O-])c3)cc2)CC1
  · | 10.6% | -4.1% | · | 9.7% | 1.1 | 1.5% | · | · | 12.3%
CCOC(=O)c1c(NC(=O)CSC(=S)N2CCOCC2)sc(C)c1C
  1527 | 1.2% | 1.6% | -0.18 | 7.1% | 1.5 | -2.0% | -0.9% | 0.6% | -0.1%
Cc1ccc(C(=O)Nn2cnnc2)cc1S(=O)(=O)N1CCOCC1
  1114 | · | -8.8% | 0.17 | · | · | · | 0.1% | -0.3% | 15.8%
CCCC1(C(=O)OCC)NC(c2ccc(OC)cc2OC)C2C(=O)N(c3ccccc3)C(=O)C21 (centres undefined)
  1089 | -4.4% | -3.4% | -0.51 | -13.8% | 1.1 | -2.9% | -0.3% | 0.7% | 18.8%
O=C(N/C(=C\c1ccc([N+](=O)[O-])cc1)C(=O)N1CCOCC1)c1ccccc1
  1095 | 2.7% | -1.0% | -0.57 | -8.1% | 1 | -0.7% | -0.2% | 0.3% | 6.9%
O=c1c(-c2nc3ccccc3s2)cccn1Cc1ccccc1
  · | 11.1% | -6.0% | · | 6.5% | 1.1 | -2.0% | -0.1% | 10.1% | 4.2%
CNC(=O)/C(C#N)=C/c1cc(C)n(-c2ccc(N3CCOCC3)cc2)c1C
  1582 | · | 3.5% | -0.23 | · | · | · | 0.3% | 2.2% | 7.2%
C/C(=N/NC(=O)c1cccs1)c1ccco1
  1273 | 7.2% | 16.3% | 0.5 | 5.7% | 1 | -4.1% | -0.7% | 0.1% | 28.7%
N#Cc1nc(COc2ccccc2)oc1N1CCCC1
  1277 | -1.0% | 5.5% | 0.39 | 0.6% | 1 | 0.0% | · | 0.8% | 4.2%
COCCn1cc(C(=O)c2ccccc2OCC(=O)Nc2cc(C)on2)cc(C#N)c1=O
  · | 0.7% | 6.0% | · | 3.1% | 1.1 | · | -0.2% | 0.1% | 4.7%
CCOC(=O)C(Cc1ccccc1)NC(=O)CCC(=O)c1ccc(OC)cc1 (centres undefined)
  · | · | 15.6% | · | · | · | · | 0.0% | 1.6% | -3.0%
CCC(=O)NC1(C(F)(F)F)C(=O)Nc2c1c(=O)n(C)c(=O)n2C (centres undefined)
  1351 | -5.3% | -2.4% | 0.17 | 2.4% | 1.1 | -2.1% | 1.4% | 3.5% | 0.6%
Cc1ccc2[nH]c(=O)c(-c3noc(CC(C)C)n3)cc2c1
  1084 | · | -2.9% | -0.25 | · | · | · | -0.5% | -0.4% | 7.3%
CNCc1ccc(OCc2ccccc2)c(OC)c1
  2097 | 6.6% | 4.5% | -0.08 | 5.4% | 1.2 | -2.0% | -0.5% | -0.1% | 5.8%
Cc1ccc(NC(=O)CCC(=O)NNC(=O)COc2cccc3ccccc23)c(C)c1
  1554 | 14.7% | -10.8% | -0.34 | 2.8% | 1.1 | -1.4% | 0.8% | 1.4% | 6.2%
Cc1nnc(NNS(=O)(=O)c2ccc(Cl)cc2)[nH]c1=O
  1316 | · | 4.6% | -1.08 | · | · | · | 0.3% | 2.8% | 4.3%
CCCCNC(=O)CCC(=O)NNc1nc2ccccc2c2nc(-c3ccccc3)nn12
  1222 | 10.0% | -7.2% | -0.05 | -12.4% | 1.6 | -2.3% | 0.3% | 6.1% | 14.7%
CCC(=O)Nc1nnc(-c2ccccn2)o1
  1576 | -1.7% | -9.7% | -0.04 | 16.7% | 1.1 | -1.6% | -0.3% | 1.7% | 11.1%
CCOC(=O)c1sc(NC(=S)NC(=O)c2ccc(OC)cc2)nc1C
  · | · | -0.8% | · | · | · | · | 0.3% | 0.4% | 9.9%
C/C(CC(=O)Nc1cc(C)ccn1)=N\NC(=O)c1ccncc1
  · | · | 6.5% | · | · | · | · | 0.4% | 1.0% | 5.6%
CC1=C(C(=O)OC(C)C)C(c2ccc(N(C)C)cc2)C2=C(CC(C)(C)CC2=O)N1 (centres undefined)
  1209 | -6.4% | -3.3% | 0.18 | 7.8% | 1.1 | -3.8% | -0.8% | 0.9% | 10.7%
O=C(N/N=C/c1ccc(OCC(=O)N2CCCCC2)cc1)c1ccccc1O
  1428 | -1.8% | -4.6% | -0.14 | -8.3% | 1 | 2.1% | -0.3% | 2.3% | 15.0%
CCOc1cc(-c2cc(-c3ccc(OC)cc3)nc(N)c2C#N)ccc1O
  818 | 1.4% | 20.6% | 0.15 | -3.3% | 1.1 | -1.0% | 1.3% | 7.1% | 2.1%
O=C(NCC(=O)N(c1ccccc1)C(C(=O)NC1CCCC1)c1ccncc1)c1cccs1 (centres undefined)
  · | · | 9.9% | · | · | · | · | 0.2% | 0.8% | 7.7%
COc1cc(CN(C)Cc2cccc3ccccc23)cc([N+](=O)[O-])c1O
  · | · | 5.4% | · | · | · | · | 0.6% | 1.6% | 8.4%
COc1ccc(NC(=O)CSc2nc3[nH]c(=O)[nH]c(=O)c3s2)cc1OC
  · | · | -10.2% | · | · | · | · | -0.1% | 1.5% | 7.3%
CCOc1cc(N2CCOCC2)c(OCC)cc1NC(=O)Cc1cccc2ccccc12
  883 | -0.6% | 8.2% | 0.21 | 9.9% | 1.1 | -2.1% | 0.0% | 9.7% | 4.4%
O=C(COC(=O)c1ccc(S(=O)(=O)NCc2ccco2)cc1)NC1CCCCC1
  700 | 1.1% | -6.2% | 0.24 | 8.1% | 1.2 | -0.2% | 0.1% | -0.3% | 11.2%
COc1ccccc1NC(=O)C[n+]1ccccc1
  1704 | · | 8.9% | 0.4 | · | 1.1 | 1.3% | 0.5% | 1.2% | -4.7%
Cc1ccc(C2(O)CN(c3ccccc3C)C3=[N+]2CCS3)cc1 (centres undefined)
  1061 | -6.7% | -3.9% | 1.23 | 2.8% | 1.1 | 1.4% | -1.1% | 1.2% | 11.4%
COc1cc(S(=O)(=O)N2CCCCC2)ccc1NC(=O)c1ccccc1Cl
  760 | 9.2% | -4.9% | -0.77 | 13.9% | 1.1 | -0.2% | 0.4% | 13.0% | 3.5%
O=C(O)CC(NC(=O)Nc1ccccc1)c1ccc(OC2CCCC2)cc1 (centres undefined)
  1126 | -8.4% | -4.4% | 0.85 | -25.7% | 1 | -1.9% | 0.7% | -0.2% | 2.4%
COc1cccc(CNS(=O)(=O)c2cn(C)cn2)c1
  1349 | 11.3% | -2.3% | 0.04 | 7.1% | 1.1 | -1.0% | · | 2.3% | -0.8%
Cc1ccc(S(=O)(=O)Nc2ccc3[nH]ccc3c2)cc1
  · | · | -3.0% | · | · | · | · | -0.2% | 3.5% | 14.4%
CCN1C(=O)/C(=C\C(=O)c2cccs2)c2cc(Br)ccc21
  1639 | 18.8% | -7.1% | -0.95 | 10.8% | 1 | 0.1% | -0.8% | 6.1% | 16.1%
COc1ccc(S(=O)(=O)NCc2ccc(C(=O)NCCCN3CC(C)CC(C)C3)cc2)cc1 (centres undefined)
  · | · | 9.7% | · | · | · | · | -0.1% | -0.5% | 6.1%
Cc1ccc(S(=O)(=O)NC(CC(=O)NCC2CCCO2)c2ccccc2)cc1 (centres undefined)
  1353 | 5.4% | -9.3% | 0.64 | 7.5% | 1 | -1.0% | -0.3% | 1.9% | 6.5%
Cn1c(SCC(=O)Nc2ccccc2F)nnc1-c1cccs1
  · | · | 4.7% | · | · | · | · | -0.3% | 0.5% | -9.3%
CCNC(=O)C(=O)NCCc1ccc(Cl)cc1
  1562 | 6.0% | 4.7% | 0.29 | 6.4% | 1.1 | -1.8% | -0.1% | 0.1% | -1.3%
CC(C)(C)OC(=O)N1CCC2(CC1)C(C#N)=C(N)OC1=C2C(=O)CCC1
  1277 | -4.6% | -7.9% | -1.26 | -7.6% | 1 | · | 0.5% | 0.0% | -0.8%
CCOC(=O)COc1ccc2c(c1)c(C(=O)OCC)c(C)n2CC
  1093 | 11.5% | -2.6% | -1.64 | 11.2% | 1.1 | 0.3% | 0.0% | 1.9% | 5.5%
CN(C)C(=O)CCCCCCCCC(=O)N(C)C
  1171 | · | -3.6% | -0.25 | · | · | · | 0.0% | · | 20.1%
Cc1ccc(C2C3=C(CCCC3=O)Nc3[nH]c(=S)[nH]c(=O)c32)cc1 (centres undefined)
  1514 | -9.5% | -13.0% | -0.09 | 11.6% | 1 | -1.8% | -0.5% | -0.7% | 23.7%
O=C(c1ccccc1NS(=O)(=O)c1cccc(C(F)(F)F)c1)N1CCc2ccccc21
  1280 | -3.5% | 3.1% | 0.31 | 3.7% | 1.1 | -5.8% | 0.6% | 2.8% | 0.5%
COc1ccc(C(=O)CSc2nncn2C)cc1
  792 | -2.4% | 6.4% | 0.24 | 4.0% | 1.1 | 0.5% | 0.2% | 1.9% | 13.3%
O=C(O)c1cc2ccccc2cc1Nc1ccccc1
  1070 | · | -5.2% | -0.25 | · | · | · | 0.8% | 5.0% | 17.2%
COc1ccccc1OCC(=O)Nc1ccccc1C(=O)NCc1ccco1
  1184 | -1.2% | -3.3% | -0.12 | 0.0% | 1.1 | -1.9% | -0.3% | 0.1% | -7.7%
CC(=C/c1ccccc1)/C=C1/SC(N2CCOCC2)=NC1=O
  1599 | -0.8% | 16.5% | 0.17 | 1.2% | 1 | -0.8% | · | 2.2% | -9.4%
CCCCn1c(-c2ccc(Cl)cc2)nc2c(=O)n(C)c(=O)[nH]c21
  1239 | 11.6% | 5.5% | 0.71 | 15.0% | 1.1 | -2.9% | 0.1% | · | 6.9%
